M4 PAM: potentiates acetylcholine response at human M4 receptor | P08173 | CHO-K1 hM4/Gqi5, Fluo-8 calcium fluorescence, ACh EC20; 0% = ACh EC20, 100% = maximal ACh | activation, % at 3 µM | hit rate 0.4% among 360,000 | AID 624126;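 active means activation above its plate's cutoff, the mean activation of sample wells plus 3 SD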; further: some results filed as inactive read as strong as hits
GalR3 antag: antagonists of human GalR3; HEK293 GalR3-CNG cAMP membrane potential fluorescence; galR3 body fused to GalR1 C-terminus; AID 651719; O60755; hit rate 0.44% among 360,000; inhibition, % at 3 µM;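 active means inhibition above the screen-wide average plus 3 SD, cut at about 13% in these data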;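 further: forskolin and galanin both at EC90 stimulate the cells; cAMP rise reported by CNG channel membrane potential dye signal; 0% = forskolin plus galanin with DMSO and 100% = forskolin alone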
IDE cell activ: activators of human insulin-degrading enzyme in cells. AID 493087. HEK cells, FAbeta-B cleavage, fluorescence polarization; 0% vehicle, 100% cell-free pure enzyme wells. hit rate 0.073% among 340,000. P14735. activation, % at 5.96 µM;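 active means activation above the mean of all tested compounds plus 3 SD, set per screening campaign, cut at about 17% in these data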
Target sequence (P14735 whole entry, looked up): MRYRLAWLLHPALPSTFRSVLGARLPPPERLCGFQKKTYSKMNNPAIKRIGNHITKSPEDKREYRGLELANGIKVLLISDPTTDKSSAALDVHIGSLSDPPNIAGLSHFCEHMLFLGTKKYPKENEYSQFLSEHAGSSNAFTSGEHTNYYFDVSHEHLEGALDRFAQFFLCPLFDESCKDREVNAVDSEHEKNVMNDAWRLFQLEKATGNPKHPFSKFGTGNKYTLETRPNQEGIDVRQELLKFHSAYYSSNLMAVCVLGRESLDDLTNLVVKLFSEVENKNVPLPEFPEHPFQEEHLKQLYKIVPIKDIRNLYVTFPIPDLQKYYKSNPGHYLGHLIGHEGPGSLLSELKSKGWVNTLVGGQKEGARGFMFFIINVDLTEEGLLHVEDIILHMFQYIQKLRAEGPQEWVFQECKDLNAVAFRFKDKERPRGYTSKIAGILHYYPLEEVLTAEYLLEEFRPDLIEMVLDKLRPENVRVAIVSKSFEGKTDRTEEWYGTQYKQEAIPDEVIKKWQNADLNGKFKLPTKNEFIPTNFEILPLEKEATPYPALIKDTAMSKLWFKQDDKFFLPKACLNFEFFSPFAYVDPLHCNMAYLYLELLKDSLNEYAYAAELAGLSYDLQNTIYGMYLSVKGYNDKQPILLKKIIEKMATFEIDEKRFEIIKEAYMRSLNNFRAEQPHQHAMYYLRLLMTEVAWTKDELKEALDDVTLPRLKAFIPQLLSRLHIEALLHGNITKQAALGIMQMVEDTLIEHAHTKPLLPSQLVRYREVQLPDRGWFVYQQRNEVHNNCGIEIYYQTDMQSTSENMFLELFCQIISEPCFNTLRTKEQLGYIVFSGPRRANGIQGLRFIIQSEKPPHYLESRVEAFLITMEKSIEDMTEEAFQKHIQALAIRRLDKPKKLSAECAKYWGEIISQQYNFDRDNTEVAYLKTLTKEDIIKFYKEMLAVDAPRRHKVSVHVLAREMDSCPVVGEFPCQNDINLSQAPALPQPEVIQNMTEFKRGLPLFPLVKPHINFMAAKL
CRFR2-BP antag: blocks CRF-induced signaling of the CRF-BP/CRF-R2 complex | HEK293 CRF-R2/CRF-BP, CRF-induced calcium fluorescence | inhibition, % at 11.8 µM | hit rate 0.59% among 350,000 | AID 588475;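 active means inhibition of the ligand-induced calcium signal above about 50% at the single tested concentration, limit read from the data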
CRFBP-R2 agonist: CRF-BP/CRF-R2 complex agonism | HEK293 CRF-R2/CRF-BP, calcium dye fluorescence (FLIPR); percent of saturating CRF peptide response | activation, % at 13.2 µM | hit rate 0.46% among 350,000;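 active means activation of at least 50%, plus an integration ratio under a set limit after plate pattern correction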;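 further: plate controls were neutral control wells without compound for no effect and CRF at EC100 for full effect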
PHOSPHO1 inh: PHOSPHO1 (human) inhibition. Q8TCT1. recombinant PHOSPHO1, absorbance phosphatase assay. inhibition, % at 13.3 µM. hit rate 1.1% among 290,000. AID 1565; in the data active means inhibition above about 60%
MEKK3 PB1 HTS: MEKK3-MEK5 PB1 interaction, increase or decrease | bead-based flow cytometry, Alexa488-MEK5 binding to MEKK3; actives lie on both sides; 0 = blocked by unlabeled MEK5, 100 = vehicle | AID 1529 | binding response (% of control), % at 10 µM | hit rate 1.4% among 290,000 | Q99759;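 active means binding response more than 3 SD above or below the average of its plate-row segment, actives on both sides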;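 further: Alexa488 bead fluorescence after subtracting the streptavidin-only scavenger bead signal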
IDE cell inh: inhibits human insulin-degrading enzyme in HEK cells; P14735; FAbetaB cleavage, fluorescence polarization; inhibition, % at 5.59 µM; hit rate 0.41% among 320,000;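 active means percent inhibition above the average of all tested compounds plus 3 SD, set per screening campaign, cut at about 16% in these data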;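 further: IDE supplied by intact live HEK cells; FP after avidin binding of uncleaved biotin substrate so inhibition keeps polarization high; 0% = DMSO wells and 100% = 60 µM reference IDE inhibitor Ii1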
pCIP destab: p/CIP protein destabilization. Q05BA5. F442A p/CIP-EGFP cells, EGFP fluorescence, 16 h. decrease of EGFP signal, % at 10 µM. hit rate 0.01% among 290,000. AID 1984;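 active means EGFP signal decrease of at least 30% at 10 µM or well 3 SD below plate mean, unless failing retest; inactive means the rest, including hits failing retest or dose response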; further: some compounds called inactive have numbers as strong as hits; many of its hits are not listed in these tables
The depositor's hits bear a star; / = no result given.

SMILES	M4 PAM	GalR3 antag	IDE cell activ	CRFR2-BP antag	CRFBP-R2 agonist	PHOSPHO1 inh	MEKK3 PB1 HTS	IDE cell inh	pCIP destab
C[C@@H]1CCCCO[C@@H](CN(C)S(=O)(=O)c2cccs2)[C@@H](C)CN([C@H](C)CO)C(=O)c2cc(NS(=O)(=O)c3ccccc3)ccc2O1	-1	-1	/	-27	2.2	/	/	/	/
CC(C)Cc1nnc(NC(=O)CCN2C(=O)c3ccccc3C2=O)s1	-5	3	-2	-16	0.1	-4	116	-3	-3
Cc1ccc(NC(=O)CSc2ncccn2)cc1S(=O)(=O)N1CCOCC1	9	-5	-2	-4	-0.3	/	/	4	/
COc1ccccc1NS(=O)(=O)c1ccc2oc(N)nc2c1	-1	-10	2	6	-0.8	10	101	1	7
Cc1ccc(C)c(OCC(=O)Nc2ccncc2)c1	-3	-7	-1	-10	-2.0	-8	105	-2	-15
O=C(/C=C/c1cccc(F)c1)N1CCN(c2ccccn2)CC1	-10	-4	4	8	-0.8	8	99	-1	-9
Cc1ccc(NC(=O)Cn2c(=O)cnc3ccccc32)cc1S(=O)(=O)N1CCOCC1	7	-3	-1	0	0.8	/	/	-2	/
Cc1cccc(-c2c3c(nc4c2c(=O)n(C)c(=O)n4C)-c2ccccc2C3O)c1 (stereo unspecified)	-3	3	0	0	0.5	/	/	-1	/
O=C(Cc1n[nH]c(=O)[nH]c1=O)N/N=C/c1ccccc1	-2	-9	3	-9	-0.5	9	94	-1	3
CCCNS(=O)(=O)c1ccc2c(c1)n(C)c(=O)n2C	14	-5	1	31	0.4	47	101	1	-7
COc1ccc(Cc2nnc(NC(C)=O)s2)cc1	-3	-7	0	34	3.3	45	94	7	-8
COc1ccc(-c2nnc3sc(C(C)N4C(=O)c5ccccc5C4=O)nn23)cc1 (stereo unspecified)	-3	1	-5	-5	-2.4	5	99	-3	-8
CCC(Oc1ccccc1)C(=O)OCC(=O)N(CC)c1c(N)n(Cc2ccccc2)c(=O)[nH]c1=O (stereo unspecified)	-1	-5	3	1	0.5	/	/	-5	/
COc1cc(C(=O)NC(C(=O)Nc2cccc(C(C)=O)c2)C(C)C)cc(OC)c1OC (stereo unspecified)	5	0	-3	-17	-6.5	-10	115	-4	-13
Cc1cccc(CCN(CC(=O)NC2CCCCC2)C(=O)c2csnn2)c1	0	-7	7	-7	-1.1	10	79	-2	0
C=CCOc1cccc(C(=O)N2CCCC(CCC(=O)NCc3ccccc3F)C2)c1 (stereo unspecified)	4	2	4	0	-0.6	41	93	1	-12
COc1ccc(C(=O)Nc2c3c(nn2-c2ccc([N+](=O)[O-])cc2)CS(=O)(=O)C3)cc1	-2	-5	4	9	-0.6	-3	94	-3	-4
COc1cccc(C(=O)c2c[nH]c(C(=O)NCc3cccnc3)c2)c1	0	-2	-3	-3	-2.1	36	105	6	-9
O=C(CSc1ccc([N+](=O)[O-])cc1)c1ccccc1	3	-7	1	-7	-2.3	/	/	/	/
COC(=O)c1cccc(NC(=O)/C=C/c2cccc([N+](=O)[O-])c2)c1	4	-8	0	-29	-1.8	36	97	2	-14
O=C1c2ccccc2NC(c2cccc([N+](=O)[O-])c2)N1O (stereo unspecified)	-3	-11	6	12	0.6	/	101	-3	-13
O=C(C1CCN(S(=O)(=O)c2ccc(F)cc2)CC1)N1CC=C(c2ccccc2)CC1	-1	-4	5	-12	2.2	4	100	1	1
COc1ccc(/C=C/C(=O)OCC(=O)Nc2cccc(C(C)=O)c2)cc1	-18	-10	3	16	-3.1	-7	149*	-4	-4
COc1c(C)cc(C(=O)C2CCCN(C(=O)C3=C(C)OCCO3)C2)cc1C (stereo unspecified)	-7	-4	-1	3	0.9	24	105	-1	3
CCCCNc1cc(C)oc(=O)c1C(C)=O	3	-5	-11	4	-1.3	11	96	0	11
CC(=O)Nc1cccc(Oc2ccc(-c3noc(C)n3)cc2)c1	-5	-7	-1	2	0.8	16	102	-2	-5
CC(NC(=O)C1CC1)C(c1cccs1)N1CCN(c2ccccc2)CC1 (stereo unspecified)	-3	/	-1	-7	-3.0	5	110	-3	-15
COc1cc(OC)c(C(=O)NC2CC(C)(C)NC(C)(C)C2)cc1OC	3	-1	8	3	-1.1	-7	104	-4	-7
Cc1sc(NC(=O)COc2ccccc2)c(C#N)c1C	-1	-3	-1	-19	-0.2	56	107	-10	4
O=C(Oc1ccc(-c2ccccc2)cc1)N1CCOCC1	-3	3	-5	-16	0.6	19	100	3	2
O=C(O)CCSc1nnc(SCC(=O)NC2CCS(=O)(=O)C2)s1 (stereo unspecified)	4	-4	7	3	2.1	/	/	-1	/
C/C(=N\NC(N)=S)c1ccncc1	-6	-6	/	-10	-2.8	14	96	12	2
COC(=O)C(NC(=O)c1ccccc1C)(Nc1ncc(S(=O)(=O)c2ccc([N+](=O)[O-])cc2)s1)C(F)(F)F (stereo unspecified)	-7	-3	-1	-1	-1.0	-17	114	1	-11
CN(C)CCNc1ccc(-c2n[nH]c(=O)c3ccccc23)cc1[N+](=O)[O-]	-5	-7	7	4	-1.7	32	101	/	3
CC(C)c1nnc(NC(=O)CCCCCN2C(=O)C3C4C=CC(C4)C3C2=O)s1 (stereo unspecified)	7	1	-4	16	0.2	-2	105	-2	-4
COc1cccc(C(=O)NNC(=O)CCC(=O)O)c1	2	4	2	-13	-0.1	4	113	-5	-8
COc1ccc(CN2CCC(=O)N([C@H](CO)Cc3ccccc3)CC2)cc1	0	-8	-3	3	0.2	-30	102	0	-9
Cc1ccc(SCn2nnc3ccccc3c2=O)c(C)c1	5	1	0	16	1.1	28	100	3	20
CCOC(=O)c1c(C)[nH]c(C(=O)OCc2ccccc2)c1C	1	-1	3	-29	-1.8	18	101	-3	-10
COc1ccccc1Cn1c(-c2ccco2)nc2nc3ccccc3nc21	-1	-6	1	-23	3.8	/	100	-1	/
Cc1ccc(OCCNC(=O)CNC(=O)c2ccc(C)c(C)c2)cc1	7	-2	-6	1	-5.4	/	/	2	/
Cc1nc(NC(=O)c2ccc(Cl)cc2)sc1-c1csc(Nc2cccc(F)c2)n1	/	/	/	/	/	34	108	4	-9
CC(C)c1ccc(S(=O)(=O)N2CCN(C(=O)c3cccc(S(=O)(=O)N4CCOCC4)c3)CC2)cc1	-2	-5	1	8	0.5	/	/	/	/
CC1CCCC(NC(=O)COC(=O)COc2ccc(Cl)cc2)C1C (stereo unspecified)	1	-1	0	6	-0.5	-12	88	-1	-10
N#CC1(c2ccccc2)CCN(S(=O)(=O)c2ccc(OC(F)(F)F)cc2)CC1	0	-14	-3	0	6.7	37	95	8	-3
O=C(N/N=C/c1c(O)ccc2ccccc12)c1ccc(Br)o1	-1	-3	-91	-50	101*	31	100	99*	3
Cc1cc(N2CCN(C(=O)c3ccoc3)CC2)n2nc(-c3ccccc3)cc2n1	-1	-1	/	-6	-2.1	/	/	/	/
NC(=O)C1CCN(S(=O)(=O)c2ccccc2[N+](=O)[O-])CC1	0	-3	-1	8	0.6	9	103	-9	-1
O=C1c2cc(O)c(O)cc2OC(c2ccc(O)c(O)c2)C1O (stereo unspecified)	1	-5	0	-5	0.0	/	/	/	/
Cc1cc(C)c(S(=O)(=O)Nc2ccccc2)c(C)c1	2	-2	5	14	-6.4	/	/	/	/
O=C(COc1ccc(F)cc1Cl)N1CCN(C(=O)c2cccs2)CC1	7	-2	-2	20	1.7	/	/	-1	/
O=C(CCn1nnc2ccccc21)N/N=C\Cc1ccccc1	-3	-3	-3	11	-2.3	2	95	8	7
O=C(Cn1c(=O)c2cccn2c2ccccc21)Nc1ccc(F)cc1F	5	-2	5	-14	0.0	38	97	6	-9
Cc1cccc(Oc2nc(-c3ccccn3)nc3ccccc23)c1	-10	-6	0	-16	-1.1	51	100	6	2
Cc1ccc2nc(-c3cccc(N)c3)oc2c1	2	-1	0	-13	0.9	1	100	1	0
COc1ccc(CN2C(=O)CS/C2=N/N=C/c2cccs2)cc1	-11	5	-1	11	3.5	28	102	-3	1
CCC(C)NC(=O)c1ccc(CS(=O)(=O)Cc2ccc(Cl)cc2)o1 (stereo unspecified)	12	-4	-7	6	-1.0	-2	101	0	-2
O=C(CN1CCN(c2ccccn2)CC1)Nc1ccccc1Br	-4	-13	2	-2	-1.0	20	102	3	-5
CCn1c(COc2ccc(=O)n(-c3ccccc3)n2)nnc1SC	-11	3	9	1	-1.1	36	98	5	3
c1ccc2c(-n3cnnn3)cccc2c1	6	-3	0	10	-1.3	24	98	11	8

An excerpt from above in order of the PHOSPHO1 inh value, low to high:
SMILES	M4 PAM	GalR3 antag	IDE cell activ	CRFR2-BP antag	CRFBP-R2 agonist	PHOSPHO1 inh	MEKK3 PB1 HTS	IDE cell inh	pCIP destab
O=C(CCn1nnc2ccccc21)N/N=C\Cc1ccccc1	-3	-3	-3	11	-2.3	2	95	8	7
O=C(CN1CCN(c2ccccn2)CC1)Nc1ccccc1Br	-4	-13	2	-2	-1.0	20	102	3	-5
CCn1c(COc2ccc(=O)n(-c3ccccc3)n2)nnc1SC	-11	3	9	1	-1.1	36	98	5	3
O=C(Cn1c(=O)c2cccn2c2ccccc21)Nc1ccc(F)cc1F	5	-2	5	-14	0.0	38	97	6	-9

Next section.
SMILES	M4 PAM	GalR3 antag	IDE cell activ	CRFR2-BP antag	CRFBP-R2 agonist	PHOSPHO1 inh	MEKK3 PB1 HTS	IDE cell inh	pCIP destab
CCCn1c(=S)[nH]c2cc(C(=O)N(CCO)Cc3ccccc3)ccc2c1=O	2	-9	-2	-13	-0.9	2	99	10	4
O=C(NCCC1CCCCN1S(=O)(=O)c1ccccc1)C(=O)NCCN1CCOCC1 (stereo unspecified)	6	-4	5	3	-2.1	/	/	-3	/
Cc1ccc(N(C(=O)c2sc(C)nc2C)C(C(=O)NC(C)(C)C)c2ccncc2)cc1 (stereo unspecified)	-5	-5	0	4	0.0	28	99	2	6
CCN(CC)S(=O)(=O)c1ccc(C(=O)OCC(=O)NCc2ccco2)cc1	13	12	3	-15	2.2	32	/	-3	-16
CCOC(=O)c1nc(NCc2ccccc2F)c2ccccc2n1	-3	-4	0	-1	0.1	16	98	2	-10
CCOc1ccc(NC(=O)C2CCCN(S(=O)(=O)c3c(C)n[nH]c3C)C2)cc1 (stereo unspecified)	1	4	-6	9	-2.0	0	103	2	-19
CCOC(=O)CSc1n[nH]c(NC(=O)c2cccc(C(F)(F)F)c2)n1	11	-6	-3	-7	0.9	24	83	-1	-16
CCOC(=O)N1CCC(NC(=O)C2CCCN(C(=O)N3CCOc4ccccc43)C2)CC1 (stereo unspecified)	5	3	1	-2	0.2	-8	102	6	6
CCOc1cc(N2CCOCC2)c(OCC)cc1NC(=O)CSc1n[nH]c(N)n1	5	-3	0	7	-0.4	-3	100	0	-26
CCC(C)[C@H](NC(=O)Nc1ccccc1F)C(=O)O (stereo partly specified)	-9	6	4	-17	2.3	8	98	2	1
CCN1CCN(c2sc(S(C)(=O)=O)nc2S(=O)(=O)c2ccc(C)cc2)CC1	0	-6	1	-5	-0.1	58	103	-1	-2
CC(C)CC(C(=O)OCC(=O)Nc1ncc(Cl)cc1Cl)N1C(=O)c2ccccc2C1=O (stereo unspecified)	-3	1	4	1	-0.7	29	107	0	-28
Cc1ccccc1S(=O)(=O)N(C)C[C@@H]1OCc2cn(nn2)CCCC(=O)N([C@H](C)CO)C[C@H]1C	2	-5	/	-9	-0.8	/	/	/	/
COc1cccc(NC(=O)CN(C)C(=O)c2cc3c(s2)CCCCC3)c1	6	-3	2	3	-1.4	/	/	2	/
